MCF10A rerep: induces DNA re-replication in MCF 10a normal breast cells; MCF 10A DNA re-replication, Hoechst nuclear intensity, 48 h; Potency, µM (doses to about 46.1 µM), without a hit: at the highest dose activity, positive = re-replication, usual class: activators; AID 624296; actives 2.9% (n = 350,000); also: potency is read from the fitted curve at half-maximal effect; % of control where 0% means no effect; nearly all actives have a fitted effect of over 50% in size
HT1080 IDH1KD tx: kills HT-1080 cells with IDH1 knockdown; HT-1080 IDH1 knockdown viability, ATP luminescence, 48 h; Potency, µM (top dose mostly 46.1 µM), for inactives: top-dose activity, negative = toxicity, actives largely listed as cytotoxic; actives 2% (n = 360,000);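 also: potency is read from the fitted curve at half-maximal effect; 0% = DMSO wells and -100% = cell-free medium wells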
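IDH1KD HT-1080 cells, 750/well, RPMI + 5% FBS; compound pinned after 2 h settling; 48 h, 37 °C; CellTiter-Glo luminescence; % activity normalised to DMSO and no-cell wells; curves fitted, classed by r2 and efficacy.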
SW480 rereplic: inducers of DNA re-replication in SW480 colon cancer cells; Potency, µM (titrated, usually from 46.1 µM), for the others: at the top dose re-replication activation, usual class: activators; actives 1.8% (n = 340,000); SW480 DNA re-replication, Hoechst DNA content imaging, 48 h; AID 624297; also: potency is read from the fitted curve at half-maximal effect; % of control where 0% means no effect; nearly all actives have a fitted effect of over 55% in size
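Hoechst fluorescence of nuclei (405 nm excitation, 500-530 nm emission) measured by plate-scanning imager after 48 hr compound exposure at 37 C; re-replication scored as increased number of nuclei with elevated intensity.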
HT1080NT lethal: kills 2HG-producing HT-1080-NT fibrosarcoma cells | HT-1080-NT fibrosarcoma viability, CellTiter-Glo ATP luminescence, 48 h | Potency, µM (doses to about 46.1 µM), inactives show at the highest dose activity, negative = less viability, actives largely listed as cytotoxic | actives 1.6% (n = 360,000) | AID 686970;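 also: NT is the 2HG producing partner of a matched IDH1 knockdown line; potency is read from the fitted curve at half-maximal effect; 0% = DMSO-treated cells and -100% = media-only wells without cells; nearly all actives have a fitted effect of over 55% in size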
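Fibrosarcoma NT cells, 750 per well in 5% FBS RPMI, were exposed to compound for 48 hours. Viability: CellTiter-Glo luminescence.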
KB-V1 cytotox: kills drug-selected multidrug resistant KB-V1 cells | KB-V1 MDR cells viability, CellTiter-Glo, 72 h | Potency, µM (series often up to 46.1 µM), for inactives: at the top dose activity change, negative = cytotoxicity, hits mostly cytotoxic | actives 3.4% (n = 400,000); also: potency is read from the fitted curve at half-maximal effect; % is scaled to controls: 0 for no effect and ±100 for the full control effect; nearly all actives have a fitted effect of over 60% in size
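Drug-selected KB-V1 cells, grown in DMEM lacking phenol red with 10% FBS, receive compound titrations; after three days at 37 degrees C, surviving cell ATP is quantified by CellTiter-Glo luminescence and responses normalized and curve-fitted.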
KB-3-1 tox: kills parental KB-3-1 adenocarcinoma cells; Potency, µM (highest dose often 46.1 µM), for inactives: at the top dose activity change, negative = cytotoxic, usual class: cytotoxic; actives 1.4% (n = 400,000); KB-3-1 viability, CellTiter-Glo ATP luminescence, 72 h; also: potency is read from the fitted curve at half-maximal effect; % is scaled to controls: 0 for no effect and ±100 for the full control effect; nearly all actives have a fitted effect of over 60% in size
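KB-3-1 cells, DMEM (no phenol red) + 10% FBS; compound by pin transfer, 72 h, 37 °C. Readout: CellTiter-Glo luminescence after 10 min. Data normalized, curve-fitted.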
D3 ag: agonists of human D3 dopamine receptor; P35462; D3R DiscoveRx beta-arrestin cells, luminescence, 90 min; max activation, %; actives 0.58% (n = 410,000); AID 652048; in the data active = max activation above about 30%; also: 0% is about no effect; mostly tested at two doses, the higher about 12 µM
Target sequence (P35462 whole entry, looked up): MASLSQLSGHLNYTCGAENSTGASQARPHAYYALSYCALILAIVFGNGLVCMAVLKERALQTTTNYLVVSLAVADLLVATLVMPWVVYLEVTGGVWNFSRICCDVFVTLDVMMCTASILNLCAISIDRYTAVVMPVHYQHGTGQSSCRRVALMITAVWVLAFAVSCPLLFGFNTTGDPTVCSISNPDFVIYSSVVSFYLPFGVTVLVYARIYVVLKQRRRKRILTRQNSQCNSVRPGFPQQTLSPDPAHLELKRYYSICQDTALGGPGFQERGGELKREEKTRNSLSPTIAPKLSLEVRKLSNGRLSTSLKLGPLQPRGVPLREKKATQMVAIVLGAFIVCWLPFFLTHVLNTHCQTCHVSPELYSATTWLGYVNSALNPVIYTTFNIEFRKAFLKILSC
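Agonist-mode cell screen: cells plated at 1500/well and incubated overnight at 37 °C, then exposed to library compounds for 90 min at 37 °C. Detection reagent was added for 30–60 min at room temperature, and luminescence was read.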
IL1B secr inh: inflammasome signaling inhibition, IL-1 beta readout; activity change, % at 57.5 µM; THP-1 LPS/ATP IL-1B secretion, AlphaLISA, 16 h; hits give low values; actives 4.7% (n = 360,000); in the data active = activity change below about -50%; inconclusive = mostly about -30% to -49%; also: % is scaled to controls: 0 for no effect and ±100 for the full control effect
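Secreted IL-1B measured by AlphaLISA bead assay after 16 h compound exposure of THP-1 cells; compounds (final up to 57.5 uM) added 1 h before LPS (250 ng/mL) and ATP (1.25 mM) stimulation; lower signal means less secretion.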
HEK293 tox: cytotoxic in the GLP-1 receptor inverse agonist counter-screen; HEK293 cAMP-luciferase reporter cells, luminescence, 24 h; Potency, µM (titrated, usually from 38.3 µM), inactives show at the highest dose activity change, negative = inhibition, hits mostly inhibitors; actives 0.13% (n = 410,000); AID 624418;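 also: loss of luciferase light is scored as toxicity; potency is read from the fitted curve at half-maximal effect; % is scaled to controls: 0 for no effect and ±100 for the full control effect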
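To flag toxic compounds, the library was rerun on cells for 24 hr at 37 deg C and 5% CO2. Viability-linked luminescence was captured 12 min after adding luciferase detection reagent.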
The depositor's hits bear a star; i = inactive; ? = inconclusive; . = not tested or not shown; & = joins results of further samples; [ ] = remark or other dose. Unless noted, calls follow the shape of the dose curve; as a rule, active = well fitted curve in the direction sought with a large enough effect; inconclusive = small, poorly fitted or top-dose-only effect, or another doubt; inactive = no such curve, though single readings can be large; an effect the other way counts as inactive or inconclusive.

The opening five records, ahead of the listing:
SMILES	MCF10A rerep	HT1080 IDH1KD tx	SW480 rereplic	HT1080NT lethal	KB-V1 cytotox	KB-3-1 tox	D3 ag	IL1B secr inh	HEK293 tox
CCc1cc(-c2nnn(CCC3COCCO3)c2CC)ccc1-c1cn(Cc2ccccc2)nn1 (stereo not drawn)	.	-28%	.	-6%	1.8µM*	?	18	0	-14%
CCC(=O)N(CC)c1nc(-c2ccc(OC)cc2)cs1	?	-7%	12%	6%	-9%	-1%	4	16	7%
Cc1cccc2c1-c1sc(C(=O)NCCc3ccc(Cl)cc3)cc1CO2	.	.	.	.	?	?	-5	.	11%
COc1ccccc1NS(=O)(=O)c1cc(NC(=O)c2ccncc2)ccc1N1CCOCC1	13%	1%	9%	2%	-2%	-21%	-1	31	6%
COC(=O)c1sc(-c2ccc(Cl)cc2)cc1NC(=O)c1ccccc1C(=O)O	?	-21%	-8%	-17%	3%	11%	-5	-4	8%

The whole of this part, from the first entry:
SMILES	MCF10A rerep	HT1080 IDH1KD tx	SW480 rereplic	HT1080NT lethal	KB-V1 cytotox	KB-3-1 tox	D3 ag	IL1B secr inh	HEK293 tox
CCc1cc(-c2nnn(CCC3COCCO3)c2CC)ccc1-c1cn(Cc2ccccc2)nn1 (stereo not drawn)	.	-28%	.	-6%	1.8µM*	?	18	0	-14%
CCC(=O)N(CC)c1nc(-c2ccc(OC)cc2)cs1	?	-7%	12%	6%	-9%	-1%	4	16	7%
Cc1cccc2c1-c1sc(C(=O)NCCc3ccc(Cl)cc3)cc1CO2	.	.	.	.	?	?	-5	.	11%
COc1ccccc1NS(=O)(=O)c1cc(NC(=O)c2ccncc2)ccc1N1CCOCC1	13%	1%	9%	2%	-2%	-21%	-1	31	6%
COC(=O)c1sc(-c2ccc(Cl)cc2)cc1NC(=O)c1ccccc1C(=O)O	?	-21%	-8%	-17%	3%	11%	-5	-4	8%
N#C/C(=C\c1cc2c(cc1Br)OCO2)c1ccc(C(=O)O)cc1	9%	1%	-23%	-8%	-7%	-3%	-4	36	-35%
CCc1nn(Cc2ccc(Cl)cc2)c(=O)c2cc3cc(C)ccc3n12	.	.	.	.	24%	4%	0	.	-5%
O=[N+]([O-])c1ccc2cn(C3OC(CO)C(O)C3O)nc2c1 (stereo not drawn)	.	-23%	.	-25%	9%	-32%	1	-2	-2%
CC(OC(=O)CNC(=O)COc1ccccc1)C(=O)N(C)Cc1ccccc1 (stereo not drawn)	-2%	7%	0%	8%	2%	2%	3	7	13%
CN(C)CCCNS(=O)(=O)c1ccc(-n2nnc3ccccc32)c([N+](=O)[O-])c1	?	-15%	-2%	?	-11%	-22%	-9	34	?
CCCNC(=O)COc1coc(CN2CCN(c3cccc(Cl)c3)CC2)cc1=O	18%	0%	-10%	4%	-29%	0%	-9	41	-9%
CCc1ccc(-c2cc3c(=O)n(CC(=O)NCCCN4CCN(C)CC4)ncn3n2)cc1	?	?	?	?	3%	-7%	1	-9	-16%
COCCNc1nc(Oc2ccc(C(N)=O)cc2)c2sccc2n1	.	-4%	.	-25%	6%	0%	43*	-20	0%
COc1ccc(CNC(=O)C[C@H]2C[C@H](C(=O)N3CCOCC3)[C@@]3(CCC4CCCC4)c4[nH]c5cc(-c6ccco6)ccc5c4CCN3C2=O)cc1OC	-3%	?	29%	?	-18%	?	-33	?	-25%
Cn1cnnc1SCC(=O)NNC(=O)COc1ccc(Cl)cc1	0.58µM*	12%	-17%	8%	?	18%	2	-4	-10%
CCc1[nH]nc(C(=O)N2CCCC(CO)(Cc3ccc(F)cc3F)C2)c1C (stereo not drawn)	3%	2%	-4%	5%	-1%	-13%	0	0	-6%
O=C(Cc1ccc2ccccc2c1)Nc1ccccc1Br	1%	-3%	-38%	-12%	13%	6%	3	6	16%
CC1CCCN(C(=O)Cn2cnc3c2c(=O)n(C)c(=O)n3C)C1 (stereo not drawn)	2%	5%	1%	7%	8%	15%	-2	10	-22%
Cc1ccc(SCC(=O)NCc2ccncc2)cc1	5%	-2%	2%	-4%	-6%	1%	3	i	2%
O=C(c1cc(S(=O)(=O)N2CCOCC2)c(Cl)cc1Cl)N1CCCCC1CO (stereo not drawn)	-1%	16%	-11%	9%	0%	14%	7	11	-11%
O=S(=O)(c1ccc(F)cc1)N1CCN(C(=S)NCC2CCCO2)CC1 (stereo not drawn)	4%	8%	?	-6%	-13%	4%	3	-6	5%
COc1cc(C(=O)NNC(=O)c2nn(C)c(=O)c3ccccc23)cc(OC)c1OC	0%	11%	-2%	-2%	10%	0%	1	12	3%
CCn1cc(C(=O)N2CCCC2)c(=O)c2cc(S(=O)(=O)N3CCOCC3)ccc21	1%	-6%	1%	-12%	-11%	1%	-1	15	4%
C=CCOC(=O)c1sc(NC(=O)c2ccco2)nc1C	?	?	10%	-18%	?	?	-4	31	3%
CCCCN(CCCC)C(=O)c1cc(Cl)ccc1[N+](=O)[O-]	13%	-6%	?	-6%	23µM*	-19%	0	16	0%
Next structures follow.
SMILES	MCF10A rerep	HT1080 IDH1KD tx	SW480 rereplic	HT1080NT lethal	KB-V1 cytotox	KB-3-1 tox	D3 ag	IL1B secr inh	HEK293 tox
O=[N+]([O-])c1cc(/C=N/O)ccc1Oc1ccccc1Cl	?	-18%	-49%[inhibitor]	-12%	2%	-4%	-6	0	-25%
COc1ccc(OC)c(Nc2nc(-c3ccc(O)c(O)c3)cs2)c1	8.2µM*	?	28%	?	0%	?	-3	-70*	?
COc1ccc(C(=O)N=C2SC3CS(=O)(=O)CC3N2c2ccc(C(C)=O)cc2)cc1 (stereo not drawn)	1%	15%	?	18%	?	4%	2	-9	-12%
CCC(=O)N1CCc2cc(Br)cc(S(=O)(=O)NCc3ccc(Cl)cc3)c21	.	.	.	.	-5%	-9%	-15	.	-2%
CN(CC(=O)Nc1ccc(F)c(F)c1F)C(=O)C1CCCN1C(=O)c1cccs1 (stereo not drawn)	.	-5%	.	-11%	-13%	-2%	-2	24	-4%
CCOC(=O)NC(=O)/C(C#N)=C(/C)N(C)C	-14%	20%	2%	6%	?	5%	-4	1	-7%
Cc1cccc(NC(=O)CN(C)S(=O)(=O)c2ccc(Br)cc2)n1	30%	-1%	0%	-1%	-6%	-5%	15	11	-5%
COC(=O)c1ccc(NC(=O)C(=O)c2c[nH]c3ccccc23)cc1	17%	7%	1%	4%	13%	7%	1	10	-10%
Cc1cc(=O)[nH]c(N2CCN(C(=O)c3ccco3)CC2)n1	-2%	-5%	-1%	16%	0%	-1%	-15	2	5%
O=C(NC(=S)Nn1cnnc1)c1cccc(Br)c1	15%	-4%	?	-6%	-13%	7%	-12	5	-10%[1.53 µM]
CCC1COCCS(=O)(=O)N1Cc1cccc(C(F)(F)F)c1 (stereo not drawn)	-3%	2%	-15%	0%	17%&-50%	?	4	14	?
CCN(CC)S(=O)(=O)c1cc(NC(=O)C(C)OC(=O)c2[nH]c(C)c(C(C)=O)c2C)ccc1C (stereo not drawn)	?	-9%	4%	-4%	21µM*	?	-11	17	14%
Cc1cc(C)cc(NC(=O)CSc2oc(-c3ccco3)nc2S(=O)(=O)c2ccc(Cl)cc2)c1	.	.	.	.	?	-10%	-12	.	1%
O=C(N/N=C/c1ccc(-c2ccccc2C(=O)O)o1)c1cccs1	-3%	16%	-3%	8%	0%	2%	24	31	-6%
O=C(c1cc(-c2ccc(Br)cc2)on1)N1CCc2ccccc2C1	0%	15%	-18%	21%	-20%	-5%	-19	-9	11%
Cc1cc(C)c2c(=O)[nH]c(SCC(=O)Nc3ccccc3)nc2n1	20%	-11%	3%	-1%	0%	2%	0	8	1%
O=C(Nc1nc(-c2ccccn2)cs1)C1CC(=O)N(c2ccc3c(c2)OCCO3)C1 (stereo not drawn)	?	-11%	6%	-17%	?	?	7	23	5%
COc1ccc(N2C(=O)NC(NS(=O)(=O)c3ccccc3)(C(F)(F)F)C2=O)cc1 (stereo not drawn)	-1%	5%	-4%	-2%	7%	0%	-1	-19	6%
O=C(NNC(=O)c1cccc(-n2cccc2)c1)c1ccccc1	4%	18%	?	11%	8%	?	3	-16	2%
COc1ccccc1CNC(=O)C1CCC(CNc2c(N3CCCCC3)c(=O)c2=O)CC1 (stereo not drawn)	0%	4%	-8%	-4%	5%	0%	1	-11	-12%
CCCCCc1ccc(-c2cn(Cc3ccc4ccccc4c3)nn2)cc1	-12%	3%	-6%	11%	0%&-2%	1%&4%	-1	-1	11%
CC(C)N(Cc1nc(-c2ccc(Cl)cc2)no1)C(=O)c1cccs1	?	?	?	-11%	?	-93%	0	-5	7%

Only KB-V1 cytotox, for three of the compounds above:
SMILES,KB-V1 cytotox
Cc1cc(=O)[nH]c(N2CCN(C(=O)c3ccco3)CC2)n1,0%
O=C(NC(=S)Nn1cnnc1)c1cccc(Br)c1,-13%
CCC1COCCS(=O)(=O)N1Cc1cccc(C(F)(F)F)c1 (stereo not drawn),17%&-50%
